NCI-60 one-dose screen, 48 h, at 10 µM unless noted. Numbers give growth in % (100 = growth as untreated, 0 = no growth, -100 = all killed).
CCRF-CEM: CCRF-CEM leukemia. actives 7% (n = 77,000)
LOX IMVI: LOX IMVI melanoma; actives 7.4% (n = 79,000)
M14: M14 melanoma | actives 6.2% (n = 80,000) | AID 1794745
SK-MEL-5: SK-MEL-5 melanoma. actives 6.4% (n = 80,000)
EKVX: EKVX NSCLC; actives 3% (n = 71,000)
A549/ATCC: A549/ATCC NSCLC; AID 1794740; actives 3.7% (n = 81,000)
HOP-62: HOP-62 NSCLC; actives 3.9% (n = 80,000); AID 1794735
HOP-92: HOP-92 NSCLC cells. actives 6.3% (n = 71,000). AID 1794738
An asterisk follows results filed as active; & = joins results of further samples. The calls were made as follows: active = growth percent below 10; inactive = the rest.

Screening C=CCC(=O)N[C@H](CO)Cc1ccc(-c2cc(Cl)cc(Cl)c2)cc1 returned CCRF-CEM 109, LOX IMVI 93, M14 100, SK-MEL-5 96, EKVX 91, A549/ATCC 56, HOP-62 66 and HOP-92 95.
For COc1ccccc1NC(=O)c1sc2c(=O)[nH]cnc2c1C the results were CCRF-CEM 100, LOX IMVI 100, M14 109, SK-MEL-5 95, EKVX 97, A549/ATCC 105, HOP-62 99 and HOP-92 89.
For Cc1cc2n(n1)c1cc(C)nn1c1cc(C)nn21 the results were CCRF-CEM 94, LOX IMVI 97, M14 112, SK-MEL-5 96, EKVX 100, A549/ATCC 98 and HOP-62 101.
COc1ccc(N2C(=O)CSC2=S)cc1 was read as LOX IMVI 117, M14 106, SK-MEL-5 102, EKVX 106, A549/ATCC 120, HOP-62 106 and HOP-92 65.
COc1ccc2c(c1)c(-c1nc(-c3cn(C)c4ncccc34)cs1)cn2C was read as CCRF-CEM 83, M14 91, SK-MEL-5 94, EKVX 103, A549/ATCC 89, HOP-62 109 and HOP-92 93.
For Cc1ccc(/C=C2\SC(=S)N(CCC(=O)NCCCN3CCOCC3)C2=O)cc1 the results were CCRF-CEM 98, LOX IMVI 94, M14 103, SK-MEL-5 91, EKVX 90, A549/ATCC 101, HOP-62 103 and HOP-92 80.
CCOc1ccc(-c2cn[nH]c2N)cc1OCC was read as CCRF-CEM 103, LOX IMVI 113, M14 112, SK-MEL-5 105, A549/ATCC 101, HOP-62 116 and HOP-92 101.
Screening O=C(CSc1nc2ccccc2c(=O)n1-c1ccccc1)Nc1ccc(C(=O)/C=C/c2ccc(Cl)cc2)cc1 returned CCRF-CEM 100, LOX IMVI 101, M14 101, SK-MEL-5 103, EKVX 103, A549/ATCC 97, HOP-62 107 and HOP-92 97.
For O=C(Nc1ccc(OS(=O)(=O)Cc2ccccc2)cc1)C12CC3CC(CC(C3)C1)C2 the results were CCRF-CEM 85, LOX IMVI 68, M14 77, SK-MEL-5 63, A549/ATCC 78, HOP-62 79 and HOP-92 60.
Screening COc1cccc2nc(Nc3cccc(NC(=O)c4cc(N5CCOCC5)cc(C(F)(F)F)c4)c3)ccc12 returned CCRF-CEM 49, LOX IMVI 56, M14 53, SK-MEL-5 43, EKVX 64, A549/ATCC 37, HOP-62 79 and HOP-92 48.
CCCC(=O)OCCOc1ccccc1 was read as CCRF-CEM 97, LOX IMVI 97, M14 106, SK-MEL-5 103, EKVX 104, A549/ATCC 89, HOP-62 98 and HOP-92 89.
COc1cc(N=Nc2ccc(C(=O)N(C)C)cc2)c(C)cc1N=Nc1c(O)c2ccccc2[nH]c1=O was read as CCRF-CEM 63, LOX IMVI 87, M14 96, SK-MEL-5 90, EKVX 95, A549/ATCC 93, HOP-62 92 and HOP-92 88.
`FC(F)(F)Oc1cccc(-c2cc(Cl)c3cc(N4CCCC4)ccc3n2)c1` gave LOX IMVI 94, M14 101, SK-MEL-5 97, EKVX 87, A549/ATCC 103, HOP-62 104 and HOP-92 100.
Screening COc1cc(-c2nn(-c3cccc(NC(=O)c4ccc(Cl)c(C(F)(F)F)c4)c3)cc2-c2ccncc2)ccc1Cl returned CCRF-CEM 12, LOX IMVI 32, M14 26, SK-MEL-5 17, A549/ATCC 23, HOP-62 53 and HOP-92 22.
Cn1c(C#N)ccc1-c1cccc(NS(C)(=O)=O)c1 was read as CCRF-CEM 97, LOX IMVI 100, M14 93, SK-MEL-5 104, EKVX 90, A549/ATCC 101, HOP-62 97 and HOP-92 102.
`CCCC(C)C(O)C(C)C` (stereo not drawn) gave CCRF-CEM 95, LOX IMVI 95, M14 102, SK-MEL-5 101, A549/ATCC 106, HOP-62 96 and HOP-92 100.
`COc1ccc(/C=C(/C(=O)N2CCN(c3ccccc3)CC2)c2cc(OC)c(OC)c(OC)c2)cc1O` gave CCRF-CEM 8.2*, LOX IMVI 15, M14 3.1*, SK-MEL-5 -14*, EKVX 41, A549/ATCC 17, HOP-62 21 and HOP-92 94.
Cc1cc(S(=O)(=O)Cl)c(Cl)cc1Cl was read as CCRF-CEM 98, LOX IMVI 104, M14 108, SK-MEL-5 102, A549/ATCC 93, HOP-62 94 and HOP-92 96.
`Cc1cccc(-c2nc(Nc3ccccc3C(=O)O)c3ccccc3n2)c1` gave CCRF-CEM 18, LOX IMVI 36, M14 25, SK-MEL-5 6.0*, EKVX 21, A549/ATCC 44, HOP-62 46 and HOP-92 -5.0*.
For Nc1[nH]c(=S)ncc1-c1ccc(Cl)c(Cl)c1 the results were CCRF-CEM 89, LOX IMVI 103, M14 112, SK-MEL-5 95, EKVX 48, A549/ATCC 89, HOP-62 109 and HOP-92 102.

Some of these compounds in order of count of non-hydrogen atoms, low to high.
`CCCC(C)C(O)C(C)C` (stereo not drawn) gave CCRF-CEM 95, LOX IMVI 95, M14 102, SK-MEL-5 101, A549/ATCC 106, HOP-62 96 and HOP-92 100.
Cc1cc(S(=O)(=O)Cl)c(Cl)cc1Cl was read as CCRF-CEM 98, LOX IMVI 104, M14 108, SK-MEL-5 102, A549/ATCC 93, HOP-62 94 and HOP-92 96.
CCCC(=O)OCCOc1ccccc1 was read as CCRF-CEM 97, LOX IMVI 97, M14 106, SK-MEL-5 103, EKVX 104, A549/ATCC 89, HOP-62 98 and HOP-92 89.
For Cc1cc2n(n1)c1cc(C)nn1c1cc(C)nn21 the results were CCRF-CEM 94, LOX IMVI 97, M14 112, SK-MEL-5 96, EKVX 100, A549/ATCC 98 and HOP-62 101.
Cn1c(C#N)ccc1-c1cccc(NS(C)(=O)=O)c1 was read as CCRF-CEM 97, LOX IMVI 100, M14 93, SK-MEL-5 104, EKVX 90, A549/ATCC 101, HOP-62 97 and HOP-92 102.
For COc1ccccc1NC(=O)c1sc2c(=O)[nH]cnc2c1C the results were CCRF-CEM 100, LOX IMVI 100, M14 109, SK-MEL-5 95, EKVX 97, A549/ATCC 105, HOP-62 99 and HOP-92 89.
COc1ccc2c(c1)c(-c1nc(-c3cn(C)c4ncccc34)cs1)cn2C was read as CCRF-CEM 83, M14 91, SK-MEL-5 94, EKVX 103, A549/ATCC 89, HOP-62 109 and HOP-92 93.
For Cc1ccc(/C=C2\SC(=S)N(CCC(=O)NCCCN3CCOCC3)C2=O)cc1 the results were CCRF-CEM 98, LOX IMVI 94, M14 103, SK-MEL-5 91, EKVX 90, A549/ATCC 101, HOP-62 103 and HOP-92 80.
For O=C(Nc1ccc(OS(=O)(=O)Cc2ccccc2)cc1)C12CC3CC(CC(C3)C1)C2 the results were CCRF-CEM 85, LOX IMVI 68, M14 77, SK-MEL-5 63, A549/ATCC 78, HOP-62 79 and HOP-92 60.
COc1cc(N=Nc2ccc(C(=O)N(C)C)cc2)c(C)cc1N=Nc1c(O)c2ccccc2[nH]c1=O was read as CCRF-CEM 63, LOX IMVI 87, M14 96, SK-MEL-5 90, EKVX 95, A549/ATCC 93, HOP-62 92 and HOP-92 88.
`COc1ccc(/C=C(/C(=O)N2CCN(c3ccccc3)CC2)c2cc(OC)c(OC)c(OC)c2)cc1O` gave CCRF-CEM 8.2*, LOX IMVI 15, M14 3.1*, SK-MEL-5 -14*, EKVX 41, A549/ATCC 17, HOP-62 21 and HOP-92 94.
Screening O=C(CSc1nc2ccccc2c(=O)n1-c1ccccc1)Nc1ccc(C(=O)/C=C/c2ccc(Cl)cc2)cc1 returned CCRF-CEM 100, LOX IMVI 101, M14 101, SK-MEL-5 103, EKVX 103, A549/ATCC 97, HOP-62 107 and HOP-92 97.
Screening COc1cc(-c2nn(-c3cccc(NC(=O)c4ccc(Cl)c(C(F)(F)F)c4)c3)cc2-c2ccncc2)ccc1Cl returned CCRF-CEM 12, LOX IMVI 32, M14 26, SK-MEL-5 17, A549/ATCC 23, HOP-62 53 and HOP-92 22.

Next part.
`CC1=NN(c2cccc(Cl)c2)C(=O)/C1=C\c1ccc[nH]1` gave CCRF-CEM 105, LOX IMVI 95, M14 102, SK-MEL-5 88, EKVX 82, A549/ATCC 109, HOP-62 81 and HOP-92 83.
Screening O=[N+]([O-])c1ccc(-c2nnc(COc3ccc(Cl)cc3Cl)o2)cc1 returned CCRF-CEM 77, LOX IMVI 94, M14 112, SK-MEL-5 101, EKVX 95, A549/ATCC 81 and HOP-62 96.
Screening Nc1nc2c(ncn2[C@@H]2O[C@H](CNO)[C@@H](O)[C@H]2O)c(=O)[nH]1 returned CCRF-CEM 103, LOX IMVI 99, M14 106, SK-MEL-5 102, EKVX 103, A549/ATCC 99, HOP-62 99 and HOP-92 117.
`Clc1ccccc1-c1nnc(CCc2nc(-c3ccc(Br)cc3)no2)o1` gave CCRF-CEM 97, M14 102, SK-MEL-5 100, EKVX 104, A549/ATCC 113, HOP-62 104 and HOP-92 102.
For O=C1C(Cl)=C(Nc2ccccc2)C(=O)c2ccccc21 the results were CCRF-CEM -11*, LOX IMVI -86*, M14 -69*, SK-MEL-5 -85*, EKVX -92*, A549/ATCC 91, HOP-62 101 and HOP-92 -94*.
`O=S(=O)(CCO)CCO` gave LOX IMVI 104&104, M14 96&96, SK-MEL-5 111&118, A549/ATCC 103&95, HOP-62 104&102 and HOP-92 79.
For CN(C)CCN1C(=O)c2cccc3cccc(c23)C1=O the results were CCRF-CEM 36, LOX IMVI 47, M14 89, SK-MEL-5 67, EKVX 79, A549/ATCC 45, HOP-62 86 and HOP-92 57.
Screening OC1(c2ccccc2)CC(c2ccccc2)c2ccccc2O1 (stereo not drawn) returned CCRF-CEM 88, LOX IMVI 91, M14 113, SK-MEL-5 99, EKVX 87, A549/ATCC 97, HOP-62 96 and HOP-92 74.
Screening Cc1[nH]c(C(=O)Nc2ccc(C(N)=O)cc2OC2CCNCC2)c(Cl)c1Cl returned CCRF-CEM 84, LOX IMVI 80, M14 107, SK-MEL-5 94, EKVX 109, A549/ATCC 100, HOP-62 88 and HOP-92 80.
Screening CCc1c(N)nc(N)nc1Nc1ccc(C)cc1 returned CCRF-CEM 99, LOX IMVI 102, M14 101, SK-MEL-5 100, EKVX 92, A549/ATCC 100, HOP-62 98 and HOP-92 95.
CC(=O)OCC(=O)[C@@]1(O)[C@H](C)CC2C3CCC4=CC(=O)C=C[C@]4(C)[C@@]3(F)[C@@H](O)C[C@@]21C (stereo partly drawn) was read as CCRF-CEM 43, LOX IMVI 99, M14 95, SK-MEL-5 94, EKVX 81, HOP-62 99 and HOP-92 61.
For CCNC(=O)OCC the results were CCRF-CEM 107, LOX IMVI 100, M14 102, SK-MEL-5 103, A549/ATCC 97 and HOP-92 88.
For COC(=O)c1cc(-c2ccc(C)cc2)n(C(=O)CSc2nc3sc(C(N)=O)c(C)c3c(=O)n2Cc2ccccc2)n1 the results were CCRF-CEM 93, M14 102, A549/ATCC 107, HOP-62 99 and HOP-92 92.
`[Cu+].[NH-][C@H]1C[N-]C(=O)[C@H]([C@H]2CCN=C(N)N2)[N-]C(=O)/C(=C\NC(N)=O)[N-]C(=O)[C@H](CNC(=O)C[C@@H](N)CCCN)[N-]C(=O)[C@H](CO)[N-]C1=O` gave CCRF-CEM 100, LOX IMVI 99, M14 104, SK-MEL-5 109, EKVX 109, A549/ATCC 99, HOP-62 95 and HOP-92 -8.7*.
CC1(c2cccc(Br)c2)NC(=O)NC1=O (stereo not drawn) was read as CCRF-CEM 111, LOX IMVI 93, M14 101, SK-MEL-5 101, EKVX 110, A549/ATCC 101, HOP-62 101 and HOP-92 90.
`COc1nc(N2CCOCC2)nc2cc(NCc3cccnc3)ccc12` gave CCRF-CEM 108, LOX IMVI 98, M14 94, SK-MEL-5 102, EKVX 95, A549/ATCC 91, HOP-62 94 and HOP-92 84.
For C/C(=N\Nc1ccc([N+](=O)[O-])cc1[N+](=O)[O-])c1ccc(Cc2ccccc2)cc1 the results were CCRF-CEM 106, LOX IMVI 99, M14 99, SK-MEL-5 97, EKVX 96, A549/ATCC 81, HOP-62 98 and HOP-92 100.
`CC1(C)CCCOC1=O` gave LOX IMVI 96, M14 103, SK-MEL-5 99, A549/ATCC 108 and HOP-62 99.
For Cc1ccc(NC(=O)C(F)(F)F)cc1 the results were CCRF-CEM 109, LOX IMVI 94, M14 100, SK-MEL-5 98, EKVX 98, A549/ATCC 94 and HOP-62 102.
For O=c1c(/C=C/c2ccco2)nnc(SCCN2CCOCC2)n1/N=C/c1ccc([N+](=O)[O-])cc1 the results were CCRF-CEM -20*, LOX IMVI 106, M14 100, SK-MEL-5 91, EKVX 82, A549/ATCC 99, HOP-62 101 and HOP-92 91.

No new results follow: entries from further up.
`CC1=NN(c2cccc(Cl)c2)C(=O)/C1=C\c1ccc[nH]1` gave CCRF-CEM 105, LOX IMVI 95, M14 102, SK-MEL-5 88, EKVX 82, A549/ATCC 109, HOP-62 81 and HOP-92 83.
Screening O=[N+]([O-])c1ccc(-c2nnc(COc3ccc(Cl)cc3Cl)o2)cc1 returned CCRF-CEM 77, LOX IMVI 94, M14 112, SK-MEL-5 101, EKVX 95, A549/ATCC 81 and HOP-62 96.

Additional records:
O=C(OC(=O)C(c1ccccc1)C1CCCCC1)C(c1ccccc1)C1CCCCC1 (stereo not drawn) was read as CCRF-CEM 99, LOX IMVI 106, M14 102, SK-MEL-5 107, EKVX 107, A549/ATCC 95, HOP-62 81 and HOP-92 83.
`CC(C)N(C)/N=N/N(C)C(C)C` gave CCRF-CEM 102, LOX IMVI 96, M14 104, SK-MEL-5 108, EKVX 106, A549/ATCC 100 and HOP-62 117.
Cc1cc(NS(=O)(=O)c2ccc(NC(=O)COc3ccc(-c4cc5ccccc5[nH]4)cc3)cc2)no1 was read as LOX IMVI 4.5*, M14 -15*, SK-MEL-5 12, EKVX 54, A549/ATCC 30, HOP-62 -11* and HOP-92 5.0*.
CCCCNC(=S)Nc1ccc(OCc2nc3ccc(C)cc3[nH]2)cc1 was read as CCRF-CEM 98, M14 98, SK-MEL-5 104, EKVX 103, A549/ATCC 108, HOP-62 105 and HOP-92 95.
ClC1C(Cl)C2(Cl)C(c3ccccc3)=CC1(Cl)C2(Cl)Cl (stereo not drawn) was read as CCRF-CEM 95, LOX IMVI 95, M14 101, SK-MEL-5 99, EKVX 126, A549/ATCC 96, HOP-62 103 and HOP-92 97.

High-throughput results from PubChem.

An unsorted share of the library (roughly 12% active in at least one column).
